Screening data deposited in PubChem by National Center for Advancing Translational Sciences (NCATS).
HEK293 tox = cytotoxic compounds in HEK 293 cells; Potency, µM (series often up to 115 µM), without a hit: at the highest dose activity change, negative = cytotoxicity, hits mostly inhibitors; HEK 293 viability, ATP luminescence (CellTiter-Glo), 48-72 h; 6.6% of 94,000 active; note: potency is the fitted concentration of half-maximal effect; nearly all actives have a fitted effect of over 60% in size
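ATP-coupled CellTiter-Glo luminescence served as viability read-out, recorded 10 min after reagent addition at room temperature. HEK 293 cells, 250 cells/well, had been incubated with pintool-transferred compound for 48 or 72 hr at 37 degree Celsius.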
IP6K1 inh = blocks human inositol hexakisphosphate kinase 1. Q92551. IP6K1 kinase, ADP-Glo luminescence, 2 h; stronger effect = lower value. activity change, % (series mostly up to about 58 µM). 0.81% of 140,000 active. AID 1645851; in the data active = activity change below about -25%
Target sequence (Q92551 whole entry, looked up): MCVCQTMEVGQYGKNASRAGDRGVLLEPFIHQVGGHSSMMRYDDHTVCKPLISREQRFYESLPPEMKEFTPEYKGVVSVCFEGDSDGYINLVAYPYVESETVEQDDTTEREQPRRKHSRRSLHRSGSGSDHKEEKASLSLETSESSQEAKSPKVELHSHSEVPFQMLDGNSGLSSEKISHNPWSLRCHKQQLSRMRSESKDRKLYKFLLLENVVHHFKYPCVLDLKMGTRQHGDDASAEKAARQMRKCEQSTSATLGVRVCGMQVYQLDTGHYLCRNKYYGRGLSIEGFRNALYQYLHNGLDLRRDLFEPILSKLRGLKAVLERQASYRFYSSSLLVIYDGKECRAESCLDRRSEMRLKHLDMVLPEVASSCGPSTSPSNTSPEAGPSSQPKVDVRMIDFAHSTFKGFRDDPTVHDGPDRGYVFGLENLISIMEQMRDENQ
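ADP-Glo luminescence measures ADP made by human IP6K1 during a 2 h RT reaction with ATP/IP6 (mix at 1.3 mM/130 uM); top library doses 57.5 and 19.1 uM final.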
SNCA expr inhib = inhibitors of alpha-synuclein (SNCA) gene expression; 0.17% of 140,000 active; HEK-293 SNCA-luciferase knock-in, luminescence, 24 h; Potency, µM (highest dose often 57.2 µM), for inactives: at the highest dose activity change, negative = inhibition, most hits filed as inhibitors;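 note: potency is the fitted concentration of half-maximal effect; plate controls were DMSO cells for no effect and cell-free wells for full effect; nearly all actives have a fitted effect of over 45% in size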
GPT2 inhibitor = inhibitors of human GPT2 alanine aminotransferase; Recombinant GPT2, coupled pyruvate oxidase/HRP Amplex Red fluorescence; Potency, µM (highest dose often 57.7 µM), for the others: at the top dose activity change, negative = inhibition, actives largely listed as inhibitors; 0.25% of 100,000 active; AID 1671188; note: potency is the fitted concentration of half-maximal effect; nearly all actives have a fitted effect of over 60% in size; many of its hits are not listed in these tables
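GPT2 10ng/uL, a-KG 250uM, L-Ala 2mM, HEPES pH7.5 + 0.0001% Tween; 30 min RT. Then Amplex mix (PO/HRP/ThPP), 30 min RT dark, fluorescence. AOA 50uM used as positive control.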
NIH3T3 tox = cytotoxic compounds in NIH 3T3 cells | NIH 3T3 viability, CellTiter-Glo ATP luminescence, 48-72 h | Potency, µM (titrated, usually from 96.7 µM), for the others: top-dose activity change, negative = cytotoxicity, usual class: inhibitors | AID 1345082 | 4.3% of 94,000 active; note: potency is the fitted concentration of half-maximal effect; nearly all actives have a fitted effect of over 55% in size
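Cytotoxicity was measured by CellTiter-Glo ATP luminescence after 48 or 72 h compound exposure at 37 °C. Mouse NIH 3T3 fibroblasts were seeded at 400 cells/well and dosed by 23 nL pin transfer.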
FLuc inh = inhibitors of firefly (Photinus pyralis) luciferase; 2.5% of 76,000 active; Potency, µM (top dose mostly 115 µM), for inactives: top-dose activity change, negative = inhibition, actives largely listed as inhibitors; AID 1347043; P08659; purified P. pyralis luciferase, luminescence, biochemical; note: potency is the fitted concentration of half-maximal effect; nearly all actives have a fitted effect of over 65% in size
Target sequence (P08659 whole entry, looked up): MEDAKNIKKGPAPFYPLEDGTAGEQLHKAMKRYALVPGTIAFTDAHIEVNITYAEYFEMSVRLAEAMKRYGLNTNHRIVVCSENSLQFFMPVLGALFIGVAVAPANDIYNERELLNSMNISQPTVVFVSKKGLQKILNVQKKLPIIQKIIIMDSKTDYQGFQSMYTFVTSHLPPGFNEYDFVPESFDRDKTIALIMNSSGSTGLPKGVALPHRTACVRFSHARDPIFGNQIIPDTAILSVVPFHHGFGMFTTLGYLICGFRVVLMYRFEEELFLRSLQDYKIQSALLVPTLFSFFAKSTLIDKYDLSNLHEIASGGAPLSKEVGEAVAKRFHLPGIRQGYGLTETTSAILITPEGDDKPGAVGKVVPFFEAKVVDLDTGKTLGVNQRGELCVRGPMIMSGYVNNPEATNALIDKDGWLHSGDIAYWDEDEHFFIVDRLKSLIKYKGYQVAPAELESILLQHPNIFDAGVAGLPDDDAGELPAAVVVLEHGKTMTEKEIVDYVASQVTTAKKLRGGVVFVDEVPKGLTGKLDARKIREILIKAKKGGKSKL
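Inhibitors were tested against purified firefly luciferase in a biochemical, low-substrate format (both substrates at 10uM) and luminescence measured with a CCD imager.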
SNCA viab count = counter-screen for SNCA expression inhibitors: cell viability; 0.12% of 150,000 active; HEK-293-SNCA-luc viability, GF-AFC fluorescence, 24 h; Potency, µM (highest dose often 57.1 µM), for inactives: top-dose activity change, negative = cytotoxicity, most hits filed as cytotoxic;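 note: potency is the fitted concentration of half-maximal effect; 0% = DMSO-treated cells and -100% = medium-only wells without cells; nearly all actives have a fitted effect of over 30% in size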
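HEK-293-SNCA-luc cells (1500/well) plated 24 h, then exposed 24 h to a dilution series; GF-AFC added 30 min at 37C, fluorescence 405/540 nm; normalised to medium-only and DMSO wells, Hill fit.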
Numbers without * were called inactive; [ ] = another dose, or the depositor's remark. Unless noted, calls come from the whole dose curve; as a rule, active = well fitted curve in the direction sought with a large enough effect; inconclusive = small, poorly fitted or top-dose-only effect, or another doubt; inactive = no such curve, though single readings can be large; an effect the other way counts as inactive or inconclusive. Unless noted, % is set by controls: 0 for no effect and ±100 for the full control effect.

COc1ccc(-c2cccc(CCOc3cnc4c(ccn4CC(=O)O)c3)c2)c(F)c1 was read as HEK293 tox inconclusive, IP6K1 inh -6.9, SNCA expr inhib 12.1%[87.6 µM], GPT2 inhibitor -9.3%[88.5 µM], NIH3T3 tox inconclusive, FLuc inh inconclusive and SNCA viab count -0.6%[87.6 µM].
Screening Cc1nnc2ccc(N3CCCC(NC(=O)c4ccc(Cl)nc4)C3)nn12 (centres undefined) returned HEK293 tox inconclusive, IP6K1 inh -8.4 and NIH3T3 tox inconclusive.
`O=C(CC(NCc1cccnc1)C(=O)O)Nc1ccc(F)cc1` (centres undefined) gave IP6K1 inh 0.9, SNCA expr inhib 34.1%[activator] and SNCA viab count -9.7%.
O=C1c2cc(N3CCOCC3)nc(-c3cnc4[nH]ccc4c3)c2CN1CC(F)(F)F was read as HEK293 tox inconclusive, IP6K1 inh 20.7, SNCA expr inhib -1.9%[87.6 µM], GPT2 inhibitor inactive, NIH3T3 tox -80.8%[138 µM], FLuc inh -4.2%[172 µM] and SNCA viab count -4.5%[87.6 µM].
For CN(C)c1ccc(CNC2(Cc3cc(-c4cccc(O)c4)on3)COC2)cc1 the results were HEK293 tox inconclusive, IP6K1 inh 4.7, SNCA expr inhib 1.2%[87.6 µM], GPT2 inhibitor inactive, NIH3T3 tox -21.3%[138 µM], FLuc inh 1.1%[172 µM] and SNCA viab count -9.4%[87.6 µM].
For Cn1ncc2c(C(=O)Nc3cccc(F)c3)cc(-c3ccc(C(F)(F)F)cc3)nc21 the results were HEK293 tox inactive, IP6K1 inh -3.9 and NIH3T3 tox -17.4%.
For COCCNc1ccc(-c2noc([C@@H]3CCCN3Cc3ccncc3)n2)cn1 the results were HEK293 tox inconclusive, IP6K1 inh 9.6, SNCA expr inhib 76.3%[activator][87.6 µM], GPT2 inhibitor 3.0%[88.5 µM], NIH3T3 tox inconclusive, FLuc inh 6.0%[172 µM] and SNCA viab count -1.8%[87.6 µM].
Screening Cc1oc2c(C)c3oc(=O)c(CCC(=O)N4CCCCC4)c(C)c3cc2c1C returned IP6K1 inh -6.0, SNCA expr inhib 17.1% and SNCA viab count 4.2%.
`O=C(c1cccc(Cl)c1)N1CCC2(CC1)NCc1ccccc1NC2=O` gave HEK293 tox -12.3%, IP6K1 inh 14.4, SNCA expr inhib 26.8%, GPT2 inhibitor -13.8%, NIH3T3 tox -3.9% and SNCA viab count 5.0%.
For COC(=O)c1sccc1S(=O)(=O)N(CC(=O)Nc1cccc(C)c1C)c1ccc(C)c(C)c1 the results were IP6K1 inh -16.3, SNCA expr inhib inconclusive and SNCA viab count inconclusive.
CC1CCN(c2ncnc3c2c(-c2ccccc2)cn3-c2ccc(Br)cc2)CC1 was read as IP6K1 inh -2.4, SNCA expr inhib 11.2% and SNCA viab count -0.9%.
Cn1ccnc1C(=O)N1CCC(N2C[C@H](O)C[C@H]2C(=O)NC2CCCCC2)CC1 was read as HEK293 tox -4.1%, IP6K1 inh 13.3, SNCA expr inhib 4.4%, GPT2 inhibitor -0.3%, NIH3T3 tox -7.6%, FLuc inh -5.7% and SNCA viab count 3.0%.
Screening CN1C(=O)CC(C(=O)O)C12CCN(Cc1cccc(Cn3cccn3)c1)CC2 (centres undefined) returned HEK293 tox inactive, IP6K1 inh -11.1, SNCA expr inhib -15.7%, GPT2 inhibitor 3.2%, NIH3T3 tox -7.5%, FLuc inh 4.3% and SNCA viab count 2.6%.
`Cc1cc(C)cc(NC(=O)CN2C(=O)c3ccccc3Sc3ncccc32)c1` gave IP6K1 inh 17.1, SNCA expr inhib 5.8% and SNCA viab count -2.8%.
`CCOc1ccccc1NC(=O)C1CCN(S(=O)(=O)c2cccc3nonc23)CC1` gave IP6K1 inh 27.4, SNCA expr inhib 10.3% and SNCA viab count 6.5%.
For CCN1c2cc(C(=O)Nc3ccc(Br)cc3)ccc2C(=O)N2CCCCCC21 (centres undefined) the results were HEK293 tox inconclusive, IP6K1 inh 16.8, SNCA expr inhib -18.7%, GPT2 inhibitor -5.9%, NIH3T3 tox 39.8µM*, FLuc inh -9.5% and SNCA viab count -4.5%[12.5 µM].
`Cc1cc(C(=O)N2CCC(CC(=O)N(C)Cc3ccccc3)C2)n(C)n1` (centres undefined) gave HEK293 tox -10.6%, IP6K1 inh 15.5, SNCA expr inhib -14.4%, GPT2 inhibitor -6.0%, NIH3T3 tox -7.8% and SNCA viab count -10.8%.
Screening O=C1Nc2ccccc2NC12CCN(Cc1c(F)cccc1Cl)CC2 returned HEK293 tox inconclusive, IP6K1 inh -11.9, SNCA expr inhib -2.7%, GPT2 inhibitor inconclusive, NIH3T3 tox inconclusive, FLuc inh 8.3% and SNCA viab count -6.4%.
`COc1ccccc1Nc1ccnc(N2CCC[C@H]2C(=O)NCc2cccnc2)n1` gave HEK293 tox inconclusive, IP6K1 inh 0.8, SNCA expr inhib 2.3%, GPT2 inhibitor inconclusive, NIH3T3 tox -17.2% and SNCA viab count -7.9%[12.5 µM].
For CC(=O)N1CCN(c2nc3c(s2)CC(C(=O)NC2CCCCC2)CC3)CC1 (centres undefined) the results were HEK293 tox inconclusive, IP6K1 inh 10.2, SNCA expr inhib 3.7%, GPT2 inhibitor -9.4%, NIH3T3 tox -16.7%, FLuc inh -7.0% and SNCA viab count -5.2%.
For O=C(CC[C@H]1NC(=O)c2ccccc2NC1=O)Nc1nc(-c2cccnc2)cs1 the results were HEK293 tox -12.3%, IP6K1 inh 29.1, SNCA expr inhib -19.8%, GPT2 inhibitor inactive, NIH3T3 tox -20.5%, FLuc inh -0.1% and SNCA viab count 2.0%.
Screening COc1ccc(-n2c(=O)c(C(=O)Nc3ccc(F)cc3)nc3cccnc32)cc1 returned HEK293 tox 0.6%, IP6K1 inh 8.8, SNCA expr inhib 91.5%[activator], GPT2 inhibitor inactive, NIH3T3 tox -14.1% and SNCA viab count 6.3%.
Screening Cc1ccc(S(=O)(=O)c2nc(-c3ccco3)oc2SCc2ccc(F)cc2)cc1 returned IP6K1 inh -27.6*, SNCA expr inhib -3.8% and SNCA viab count 6.3%.
For COC(=O)C(CCSC)NC(=O)Cn1ncc2c([nH]c3ccccc32)c1=O (centres undefined) the results were IP6K1 inh -2.7, SNCA expr inhib -4.5% and SNCA viab count 6.4%.
For CN(C)[C@@H]1CN(C(=O)c2ccc(C#N)cc2)CC[C@]1(O)c1ccccc1 the results were HEK293 tox -4.3%, IP6K1 inh 20.6, SNCA expr inhib 1.5%, GPT2 inhibitor inactive, NIH3T3 tox -11.6%, FLuc inh -13.1% and SNCA viab count 2.6%.
CN1CCN(C2(CNC(=O)c3ccc(C(C)(C)C)cc3)CCCCC2)CC1 was read as IP6K1 inh 16.0, SNCA expr inhib 3.1% and SNCA viab count -4.1%.
CCS(=O)(=O)N1CCC(n2c(C)cnc2C2CC2)CC1 was read as HEK293 tox -18.3%, IP6K1 inh 2.4, SNCA expr inhib -18.5%, GPT2 inhibitor 1.4%, NIH3T3 tox -6.2%, FLuc inh 2.2% and SNCA viab count 7.6%.
`CN(Cc1ccc(-n2cccn2)cc1)CC1CCN(CCc2ccc(F)cc2)CC1` gave HEK293 tox inconclusive, IP6K1 inh 11.0, SNCA expr inhib 0.1%, GPT2 inhibitor -12.0%, NIH3T3 tox inconclusive, FLuc inh 4.8% and SNCA viab count -2.3%.
For COCCc1nncn1C1CCN(C(=O)c2cccc(OC(F)(F)F)c2)CC1 the results were HEK293 tox -10.8%, IP6K1 inh -0.3, SNCA expr inhib -21.0%, GPT2 inhibitor inactive, NIH3T3 tox -0.9%, FLuc inh -1.0% and SNCA viab count -0.1%.
For COc1ccc(CN2CCCC23Cc2ccccc2CNC3=O)cn1 (centres undefined) the results were HEK293 tox -29.6%, IP6K1 inh -13.2, SNCA expr inhib 9.0%, GPT2 inhibitor 0.7%, NIH3T3 tox -21.6% and SNCA viab count -8.4%.
Cc1ccc(-n2c3nc(=O)[nH]c(=O)c-3cc3c(Cl)cccc32)cc1 was read as IP6K1 inh 2.5, SNCA expr inhib inconclusive and SNCA viab count 8.7%.
For CCC(C(=O)NCCc1cc(OC)ccc1OC)n1nc(C)c2sc3ccccc3c2c1=O (centres undefined) the results were IP6K1 inh -3.5, SNCA expr inhib 6.6% and SNCA viab count -27.4%.
Screening COc1ccc(Nc2ccnc(N3CCN([S+](=O)([O-])c4cccs4)CC3)n2)cc1 returned HEK293 tox inconclusive, IP6K1 inh -1.8, SNCA expr inhib 11.0%, GPT2 inhibitor inactive, NIH3T3 tox inconclusive and SNCA viab count -5.4%.
`COc1cccc(C(=O)Nc2cc(-c3cccnc3)nn2-c2ccccc2)c1` gave HEK293 tox inconclusive, IP6K1 inh 5.6, SNCA expr inhib -8.5%, GPT2 inhibitor -7.4%, NIH3T3 tox inconclusive and SNCA viab count -15.4%.
For O=C(CCc1nc(C2CCCN2C(=O)c2ccccc2)no1)Nc1ccc(F)cc1F (centres undefined) the results were HEK293 tox -6.4%, IP6K1 inh -3.9, SNCA expr inhib -1.3%, GPT2 inhibitor 2.7%, NIH3T3 tox inconclusive, FLuc inh -3.0% and SNCA viab count 6.5%.
For Cc1ccc(OCCCCn2cnc3ccccc32)cc1 the results were IP6K1 inh -32.8*, SNCA expr inhib 14.3% and SNCA viab count 8.4%.
Screening CC12C(=O)OC(=O)C1(C)C1CCC2O1 (centres undefined) returned SNCA expr inhib 3.55µM*, GPT2 inhibitor inactive and SNCA viab count inconclusive.
`COCCNC(=O)[C@@H](C)C1CC[C@@]2(C)Cc3sc(NC(=O)CN(C)C)nc3[C@@H](C)[C@@H]2[C@H]1O` (some centres undefined) gave HEK293 tox -18.0%, IP6K1 inh 8.7, SNCA expr inhib -29.2%, GPT2 inhibitor 4.7%, NIH3T3 tox 1.2%, FLuc inh 20µM* and SNCA viab count 1.8%.
`O=C(c1ccccc1Cl)N1CCc2nc(-c3ccccc3)nc(-c3ccc(Cl)cc3)c2C1` gave HEK293 tox inconclusive, IP6K1 inh -4.0, SNCA expr inhib -10.8%, GPT2 inhibitor 2.5%, NIH3T3 tox inconclusive, FLuc inh 10.8% and SNCA viab count -2.3%.
For CNC(=O)[C@@H]1C[C@@H](n2cc(CNC(=O)c3cccc(OC)c3)nn2)CN1 the results were HEK293 tox inactive, IP6K1 inh -11.9, SNCA expr inhib 0.7%, GPT2 inhibitor 1.5%, NIH3T3 tox 2.3%, FLuc inh -2.0% and SNCA viab count -3.8%.
CCSCCNc1nc(COC)nc2c1cnn2C was read as HEK293 tox -9.1%, IP6K1 inh 29.9, SNCA expr inhib 4.9%, GPT2 inhibitor -12.1%, NIH3T3 tox -22.1%, FLuc inh 11.6% and SNCA viab count -1.5%.
